Source: PubChem (several laboratories)
NS5 inhibitors = Dengue-2 NS5 methyltransferase inhibitors, primary screen, biochemical, confirmation dose response (AID 588689); 0.3% of 340,000 active; Dengue-2 NS5 methyltransferase capping enzyme assay, biochemical; higher % means a stronger effect; inhibition, % at 25 µM, or IC50 in µM where a hit was titrated; in the data active means a potency from the dose series; inconclusive means inhibition above about 29% without an active follow-up result
Yfh1-depleted yeast = mitochondrial function rescue without frataxin homolog – Friedreich's ataxia, plus single-dose screen, dose response (AID 1465); fold induction at 50 µM, or EC50 in µM where a hit was titrated; S. cerevisiae Yfh1-off respiration, WST-1 reduction, 72 h; higher fold induction means a stronger effect; 0.074% of 220,000 active;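 active means fold induction of absorbance versus untreated yeast above a set limit, then at least 30% activation at any dose in follow-up; inconclusive means repeats straddling the limit, or above it without dose testing; inactive means fold induction below the set limit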;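 further: activators that raise dye reduction in frataxin-depleted yeast; strong numbers were not always called active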
NOD1 NF-kB reporter = NOD1 signaling inhibitors, primary screen, cell-based, luminescence, uHTS (AID 1578). 1% of 290,000 active. NOD1-driven NF-kB luciferase reporter cells, luminescence; higher % means a stronger effect. inhibition, % at 4 µM, or EC50 in µM where a hit was titrated; in the data active means inhibition mostly above about 36%, no sharp cut-off; inactive means mostly below about 34%;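 further: HEK-293T reporter cells stimulated with the NOD1 agonist gamma-tri-DAP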
KOR beta-arrestin-1 = KOR agonists, beta-arrestin recruitment, primary screen, cell-based, luminescence, uHTS (AID 1777); KOR beta-arrestin recruitment, luminescence; higher % means a stronger effect; activation, % at 10 µM; hits with a dose series show EC50 in µM; 0.02% of 280,000 active; in the data active means activation above about 50%, passing the limit was not always enough; further: a part of the inactive calls stands beside numbers as strong as those of hits
HEK293 NOD2/NF-kB = inhibition of NOD2-driven NF-kB reporter – cell-based, luminescence, uHTS, HEK293 (AID 1566); HEK293 NOD2/NF-kB luciferase reporter, luminescence; higher % means a stronger effect; one-dose inhibition, % at 4 µM; EC50 in µM for titrated hits; 0.63% of 290,000 active; further: many of its hits are not listed in these tables
AID2073 = disruptors of CaV2.2 binding to Mint1 – biochemical, HTRF (AID 2073); 0.19% of 290,000 active; HTRF protein-protein interaction, Mint1-CaV2.2; higher % means a stronger effect; one-dose inhibition, % at 20 µM; IC50 in µM for titrated hits; in the data active means inhibition mostly above about 51%, no sharp cut-off; inconclusive means no clear call, values can overlap the other calls; inactive means mostly below about 53%; further: some results filed as inactive read as strong as hits
West Nile antiviral = West Nile virus antiviral activity, cell-based, CPE readout (AID 1621) | West Nile virus-infected cells, CPE inhibition; higher % means a stronger effect | CPE inhibition, % at 10 µM, or IC50 in µM where a hit was titrated | 0.02% of 290,000 active; in the data active means a potency from the dose series; inconclusive means CPE inhibition mostly from about 3.7% at the one dose, without a potency; inactive means the rest, 99 in 100 with CPE inhibition below about 2.2%; further: strong numbers were not always called active
HIV fusion peptide = inhibitors of HIV fusion peptide binding, primary screen, biochemical, uHTS, fluorescence dequenching (AID 1986). one-dose inhibition, % at 20 µM; IC50 in µM for titrated hits. 0.3% of 290,000 active. cell-free peptide binding, fluorescence dequenching, 30 min; higher % means a stronger effect; in the data active means inhibition mostly above about 52%, no sharp cut-off; inactive means mostly below about 76%; further: some results filed as inactive read as strong as hits
KOR beta-arrestin-2 = kappa opioid receptor blockers – cell-based, luminescence, uHTS (AID 1778); KOR beta-arrestin recruitment, luminescence, antagonist mode; higher % means a stronger effect; inhibition, % at 10 µM, or IC50 in µM where a hit was titrated; 0.091% of 290,000 active; further: strong numbers were not always called active
NS5 inhibitors pilot replicate = second read-out of NS5 inhibitors, no call of its own (marks repeat the call); inhibition, %; measured here: pilot screen replicate inhibition
* marks the source's active call; other numbers are inactive results; i = inactive; ? = inconclusive; . = not tested or not shown; [ ] = dose if it differs, or a comment. Unless noted, no stated cut-off is given here; in the data, active means inhibition above about 50%; inactive means the rest. These rows are one share of the data. The share of hits here may be higher or lower than overall.

SMILES	NS5 inhibitors	Yfh1-depleted yeast	NOD1 NF-kB reporter	KOR beta-arrestin-1	HEK293 NOD2/NF-kB	AID2073	West Nile antiviral	HIV fusion peptide	KOR beta-arrestin-2	others
O=C(CCC(=O)Nc1ccc(F)cc1)N/N=C/c1ccncc1	-2%	i	-28%	4.3%	4%	-5%	0.2%	1.3%	-8%
Cc1cc(C)n(-c2nc3sc4c(c3c3nnc(SCC(N)=O)n23)CC(C)(C)OC4)n1	-5%	i	-16%	-8.5%	17%	25%	0.3%	2.2%	13%
CC(C)(C)NC(=O)NC(=O)CN1CCN(c2ccc(O)cc2)CC1	2%	i	-20%	0.7%	-10%	14%	0.1%	4.3%	17%
N#Cc1ccc(C(=O)N2CCN(S(=O)(=O)c3ccc(Br)s3)CC2)cc1	2%	i	-30%	-1.7%	-6%	-3%	-0.7%	-0.9%	-14%
CCCC(=O)Nc1ccc(NC(=O)c2ccccc2)nc1	-12%	i	-2%	0.6%	-64%	9%	0.3%	0.7%	19%
COc1ccc2oc(=N)c(C(=O)Nc3ccccc3)cc2c1	0%	i	-70%	-7.4%	-63%	7%	-0.4%	0.5%	-16%
CCN(CC(=O)NCc1ccc2c(c1)OCO2)S(=O)(=O)c1ccc(F)cc1	-2%	.	20%	4.9%	-18%	-1%	-1.0%	0.6%	-16%
Cc1nnc(NC(=O)c2cccc(S(=O)(=O)N3CCc4ccccc43)c2)s1	-8%	i	12%	1.9%	22%	2%	0.7%	-0.9%	-10%
O=C1OC(c2cccc([N+](=O)[O-])c2)C2(CCCC2)C(=O)C12CCCCC2 (configuration not stated)	-5%	i	34%	1.7%	13%	-1%	-1.3%	-2.9%	-28%
Cc1c(Br)c(=O)oc2c(Br)c(O)ccc12	-1%	i	-27%	-7.3%	9%	28%	-0.2%	1.4%	16%
Clc1ccc(Cn2ccc(-c3ccc4c(c3)OCO4)n2)cc1Cl	1%	i	4%	1.8%	-54%	2%	-0.2%	0.1%	-11%	NS5 inhibitors pilot replicate=2.9
CCC(C)(C)NC(=O)C(c1ccc(OC)cc1)N(Cc1ccccc1)C(=O)CCC(=O)Nc1cc(C)on1 (configuration not stated)	-3%	.	-14%	-3.1%	23%	-4%	0.0%	-0.7%	10%
COc1ccc(SC[C@H](Cc2ccccc2)N2CCN(C)CCC2=O)cc1	-11%	i	-8%	-1.4%	6%	?	0.2%	0.5%	18%
CCC1CO/C(=C(\C(=C(Cl)Cl)N2CCOCC2)[N+](=O)[O-])N1 (configuration not stated)	-1%	i	-44%	-3.4%	10%	-2%	-0.7%	0.7%	-19%
S=C1NCCOCCOCCNC(=S)N2CCOCCOCCN1CCOCCOCC2	2%	i	-24%	-3.5%	6%	7%	0.5%	0.2%	-8%
Cc1ccc(S(=O)(=O)NCC(=O)N(CC(=O)NCC2CCCO2)Cc2ccco2)cc1 (configuration not stated)	-5%	i	-40%	.	-8%	1%	-0.5%	2.0%	-36%[20 µM]
COC(=O)N/N=C/c1cn(CCOc2cccc(OC)c2)c2ccccc12	-2%	.	-5%	-3.4%	4%	2%	0.8%	2.1%	0%
Cc1ccc(NC(=O)c2cc3ccccc3o2)cc1S(=O)(=O)N(C)C	2%	i	-60%	2.7%	-98%	8%	-0.7%	-0.8%	-44%
O=C(Oc1ccc(Cl)cc1N1C(=O)CCC1=O)c1ccco1	-6%	i	-7%	-1.5%	12%	1%	-0.6%	0.3%	14%
CCOc1cccc(C(=O)N/N=C/c2coc3ccccc3c2=O)c1	-4%	.	7%	1.5%	7%	8%	0.7%	-0.8%	4%
Cc1ccn2c(C(=O)NN=C3CCCCCCC3)c(C)nc2c1	-1%	i	-14%	-2.9%	7%	1%	0.0%	-1.3%	-9%[20 µM]
Cc1ccc(OCC(=O)NNC(=O)C2CCCO2)c(C)c1 (configuration not stated)	-5%	i	-12%	1.2%	-9%	-8%	0.8%	0.5%	-17%
Cc1ccc(-c2n[nH]c(=S)n2-c2ccccc2)cc1	5%	i	-47%	0.1%	-2%	-9%	0.2%	-0.8%	-28%
CCOC(=O)CN1C(=O)CN(c2ccc(C)cc2)C1=O	1%	i	-17%	0.1%	-20%	4%	-0.2%	0.7%	13%
Cc1ccc(S(=O)(=O)N2CCOC2CNC(=O)C(=O)NCCc2c[nH]c3ccccc23)cc1 (configuration not stated)	-4%	i	-14%	-4.8%	-7%	12%	-1.5%	0.2%	-27%
CC1CCN(CC(=O)Nc2cccc(C(=O)Nc3cccc(C(F)(F)F)c3)c2)CC1	-9%	i	-34%	-2.4%	0%	-1%	-2.2%	-1.4%	-17%
CC(=O)N/C(=C\c1ccc(F)cc1)C(=O)NC(Cc1ccccc1)C(=O)O (configuration not stated)	-6%	i	-7%	4.9%	12%	-8%	0.0%	0.3%	19%
COc1ccccc1N1CCN(S(=O)(=O)c2cccs2)CC1	-3%	i	-20%	1.5%	-13%	2%	0.0%	0.4%	2%
Cc1nnc2sc(SCC(=O)N3CCCCC3)nn2c1=O	-7%	.	-22%	-3.1%	1%	-2%	1.3%	1.5%	5%
COCCCNC(=O)C1CCN(C(=O)Nc2ccc(Cl)cc2)CC1	-5%	i	-17%	-1.3%	0%	2%	-0.2%	0.9%	14%	NS5 inhibitors pilot replicate=0.3

Molecules shown so far with a nitro group on carbon (2):
SMILES	NS5 inhibitors	Yfh1-depleted yeast	NOD1 NF-kB reporter	KOR beta-arrestin-1	HEK293 NOD2/NF-kB	AID2073	West Nile antiviral	HIV fusion peptide	KOR beta-arrestin-2	others
O=C1OC(c2cccc([N+](=O)[O-])c2)C2(CCCC2)C(=O)C12CCCCC2 (configuration not stated)	-5%	i	34%	1.7%	13%	-1%	-1.3%	-2.9%	-28%
CCC1CO/C(=C(\C(=C(Cl)Cl)N2CCOCC2)[N+](=O)[O-])N1 (configuration not stated)	-1%	i	-44%	-3.4%	10%	-2%	-0.7%	0.7%	-19%

(further entries)
SMILES	NS5 inhibitors	Yfh1-depleted yeast	NOD1 NF-kB reporter	KOR beta-arrestin-1	HEK293 NOD2/NF-kB	AID2073	West Nile antiviral	HIV fusion peptide	KOR beta-arrestin-2	others
O=C(N/N=C/c1ccc([N+](=O)[O-])o1)c1cn2ccc3ccccc3c2n1	22%	i	15%	2.1%	12%	.	-0.2%	16%	1%
COc1ccc(C)cc1S(=O)(=O)NC1CCCCCC1	-3%	.	-11%	8.5%	-8%	6%	-0.7%	-1.6%	9%
O=C1C=C(NCCN2CCOCC2)C(=O)c2cnccc21	.	i	-7%	0.2%	28%	-8%	2.5%	0.6%	-24%
CC1CCC(NC(=O)CN2C(=O)C3CCCN3c3ncc(Cl)cc32)CC1 (configuration not stated)	.	i	-18%	-0.4%	-6%	21%	-0.2%	2.0%	-49%
NC(=O)COC(=O)c1ccc2noc(-c3ccccc3)c2c1	-1%	.	10%	5.7%	-20%	-14%	-0.1%	3.8%	27%
Fc1ccc(C(c2nnnn2Cc2cccs2)N2CCN(C3CCCCC3)CC2)cc1 (configuration not stated)	-2%	i	-31%	-0.3%	-17%	2%	-0.4%	0.3%	5%
Cc1nc(-c2ccc(Cl)cc2)sc1C1(C)CC(c2cccc(F)c2)=NO1 (configuration not stated)	-1%	i	-8%	6.5%	-63%	6%	-0.4%	0.8%	-7%
CC(C)(C)C(=O)Nc1nnc(CC(=O)NCc2ccccc2)s1	-1%	i	-26%	-0.9%	-9%	-9%	0.6%	-0.7%	-18%
Cc1nc2ccc(S(=O)(=O)N3CCCCC3)cc2s1	-4%	.	-13%	-4.2%	-7%	4%	0.6%	1.2%	-24%
O=S(=O)(NCCSc1ccc(Cl)cc1)c1ccc2c(c1)OCCO2	-5%	i	0%	5.0%	-28%	0%	0.1%	0.1%	-38%
CC(C)(C)c1ccc(-c2cc(-c3ccccc3O)[nH]n2)cc1	-6%	.	26%	5.9%	20%	12%	-1.8%	-0.6%	-4%
O=C(O)C1CCC(CNS(=O)(=O)c2ccc(Cl)cc2)CC1 (configuration not stated)	4%	.	-7%	2.8%	2%	-4%	0.4%	-0.4%	-10%
NC(=O)[C@@H]1CCCNc2c(F)cc([N+](=O)[O-])cc2C(=O)N[C@@H](CO)C(=O)N[C@@H](Cc2ccc(O)cc2)C(=O)N1	-6%	i	-74%	-0.3%	6%	-3%	0.0%	0.8%	-22%
c1ccc2c(c1)cnc1ccccc12	-6%	i	3%	8.8%	14%	11%	0.2%	-0.5%	-48%
Cc1oc(-c2ccc(Cl)cc2)nc1CS(=O)CC(=O)NC1CCCCCC1 (configuration not stated)	-5%	.	8%	1.9%	24%	7%	-0.3%	2.9%	-9%
O=C(C1CCN(c2ncnc3c2nc2n3CCCCC2)CC1)N1CCN(c2cccc(Cl)c2)CC1	0%	.	49%	4.1%	29%	20%	3.0%	1.2%	-39%
CCN(C(=O)CN1C(=O)/C(=C/c2ccc(F)cc2)SC1=S)C1CCS(=O)(=O)C1 (configuration not stated)	-2%	.	-6%	-1.7%	17%	3%	3.4%	-1.5%	-5%
CCN1/C(=C\C=C2\C(=O)N(C)C(=S)N2C)Sc2ccccc21	1%	i	-38%	3.1%	-35%	10%	-0.1%	4.2%	15%
Cc1ccc(C(=O)N/C(=C/c2cccc([N+](=O)[O-])c2)C(=O)NCC2CCCO2)cc1 (configuration not stated)	-15%	i	1%	0.5%	13%	1%	-0.1%	1.7%	-21%
CC(CCc1ccc(O)cc1)NC1C2CC3CC(C2)CC1C3 (configuration not stated)	-4%	i	-22%	0.4%	-15%	3%	-1.4%	0.7%	0%
Cc1cccc2nc(CSc3nc4ccccc4[nH]3)cn12	-3%	i	-47%	-4.9%	-8%	-13%	-1.2%	-1.7%	7%
C=CCC1NS(=O)(=O)OC2CCCC12 (configuration not stated)	-6%	.	-4%	-5.1%	0%	0%	0.3%	-1.4%	-2%[20 µM]
COc1cc(NC(=O)c2ccccc2)c(OC)cc1NC(=O)Cc1cccs1	.	i	-38%	4.6%	7%	51%*	0.2%	6.1%	-19%
CCOc1cc(/C=N\Nc2nc(-c3ccc(C)cc3)c(NC(C)=O)s2)ccc1O	-3%	i	3%	-1.2%	-6%	-15%	-0.1%	-2.5%	-31%
O=C(N/N=C/c1ccc(Br)s1)c1cccs1	.	i	-3%	0.6%	-25%	5%	0.4%	0.9%	-15%
Cc1[nH]c2ccccc2c1CCNS(=O)(=O)c1ccc(S(N)(=O)=O)cc1	3%	.	-7%	-4.5%	4%	-10%	-0.8%	0.4%	18%
COc1cc2nc(SCc3c(C)noc3C)n(CCC3=CCCCC3)c(=O)c2cc1OC	0%	i	-16%	1.8%	19%	0%	1.6%	-2.0%	-3%
Brc1cccc(/C=N/Nc2nc(N3CCCCC3)nc(N3CCCCC3)n2)c1	.	i	-2%	.	-27%	11%	0.2%	1.8%	-31%[20 µM]
COCCn1c(C)cc(C2=NNC(=Nc3ccccc3F)SC2)c1C	6%	i	65%*	13%	62%*	28%	0.7%	-0.6%	-41%
Cc1cccc(OCC(=O)Nc2nnc(S(=O)(=O)N3CCCCC3)s2)c1	-6%	.	-18%	-5.0%	6%	14%	0.1%	3.1%	-9%[20 µM]
